TexasRed autofl = Texas Red region autofluorescence. Compound fluorescence, Texas Red channel, 547/618 nm; active compounds read high. max dye-equivalent concentration, M. hit rate 0.06% among 59,000. AID 587; in the data active = max dye-equivalent concentration above about 10 nM; inconclusive = between about 1.1 nM and that limit
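Fluorescence at ex 547/em 618 nm, normalized against an on-plate Texas Red standard series to give dye-equivalent concentration per compound concentration. Buffer 100 mM Tris, pH 8.0; 15 min RT incubation before CCD imaging.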
Luciferase inh = blocks Photinus pyralis firefly luciferase activity. P08659. purified firefly luciferase, luminescence, 8 min. Potency, µM (titrated, usually from 57.1 µM), for inactives: top-dose activity change, negative = inhibition, actives largely listed as inhibitors. hit rate 2.2% among 72,000. AID 411; also: potency is read from the fitted curve at half-maximal effect; % is scaled to controls: 0 for no effect and ±100 for the full control effect; nearly all actives have a fitted effect of over 40% in size
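Firefly luciferase (PKLight detection mix) with 10 uM ATP in pH 7.2 imidazole buffer (KCl, MgCl2, Tween 20, BSA). Compounds tested across a concentration series (qHTS). Luminescence read after 8 min at ambient temperature.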
Tau filament bind = binders of human tau filaments | P10636 | recombinant tau filaments, thioflavin S fluorescence, 15 h; filaments grown with octadecylsulfate alongside compound | Potency, µM (titrated, usually from 57.1 µM), inactives show at the highest dose activity change, negative = inhibition | hit rate 2% among 71,000;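 also: potency is read from the fitted curve at half-maximal effect; % is scaled to controls: 0 for no effect and ±100 for the full control effect; actives lower thioflavin S fluorescence by blocking filaments or displacing dye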
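Tau 2 uM in ThS buffer dispensed; compound added; 60 uM ODS added (finals 1 uM tau, 30 uM ODS); 15 h 37 C; fluor ex450/em510.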
Hsp90 Hop PPI = changes Hsp90-Hop TPR2A binding signal, up or down | AlphaScreen TPR2A-His6 binding biotin-Hsp90 C-terminal peptide | Potency, µM (titrated, usually from 57 µM), for inactives: at the highest dose activity change, negative = inhibition | hit rate 0.44% among 71,000; active = well fitted curve in either direction with a large enough effect; inconclusive = small, poorly fitted or top-dose-only effect, or another doubt; also: potency is read from the fitted curve at half-maximal effect; % is scaled to controls: 0 for no effect and ±100 for the full control effect; many of its hits are not listed in these tables
ALOX15 inhib = inhibitors of human 15-lipoxygenase (ALOX15) | P16050 | purified 15hLO-1, xylenol orange hydroperoxide absorbance | Potency, µM (top dose mostly 57.1 µM), for the others: top-dose activity change, negative = inhibition, most hits filed as inhibitors | hit rate 1.4% among 74,000; also: potency is read from the fitted curve at half-maximal effect; % is scaled to controls: 0 for no effect and ±100 for the full control effect; nearly all actives have a fitted effect of over 55% in size
Target sequence (P16050 whole entry, looked up): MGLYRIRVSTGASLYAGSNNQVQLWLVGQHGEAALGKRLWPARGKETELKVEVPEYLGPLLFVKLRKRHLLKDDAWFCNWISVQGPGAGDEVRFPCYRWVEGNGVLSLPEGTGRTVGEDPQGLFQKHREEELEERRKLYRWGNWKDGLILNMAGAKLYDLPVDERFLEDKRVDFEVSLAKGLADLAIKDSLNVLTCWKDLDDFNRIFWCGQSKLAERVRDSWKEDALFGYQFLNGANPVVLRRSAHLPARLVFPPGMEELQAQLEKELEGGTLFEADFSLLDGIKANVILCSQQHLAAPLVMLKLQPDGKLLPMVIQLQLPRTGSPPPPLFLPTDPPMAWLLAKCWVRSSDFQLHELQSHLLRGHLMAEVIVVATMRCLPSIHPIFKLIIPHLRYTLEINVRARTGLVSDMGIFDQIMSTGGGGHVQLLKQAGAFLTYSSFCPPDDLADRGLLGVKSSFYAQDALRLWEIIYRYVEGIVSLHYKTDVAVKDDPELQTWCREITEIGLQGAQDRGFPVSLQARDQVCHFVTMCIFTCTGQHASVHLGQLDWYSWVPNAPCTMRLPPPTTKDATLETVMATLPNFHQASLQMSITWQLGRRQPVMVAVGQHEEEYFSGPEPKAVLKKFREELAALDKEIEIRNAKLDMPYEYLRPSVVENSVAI
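Compounds were preincubated 15 min at room temperature with 40 nM purified human enzyme (25 mM Hepes pH 7.5, 0.01% Triton X-100); 50 uM arachidonic acid reacted 6 min. Fe-xylenol orange detection, 30 min, absorbance ratio 573/405 nm.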
Rhodamine autofl = rhodamine region autofluorescence; Rhodamine-region fluorescence, 547/598 nm, Tris buffer; active compounds read high; max dye-equivalent concentration, M; hit rate 0.05% among 59,000; AID 594; in the data active = max dye-equivalent concentration above about 11 nM; inconclusive = between about 1.1 nM and that limit
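A six-point rhodamine series on each plate calibrates the signal. Compounds sit in 100 mM Tris (pH 8.0) for 15 min at ambient temperature before imaging through 547 nm/598 nm filters.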
HADH2 inhib = HADH2 (human) dehydrogenase inhibition | Q99714 | recombinant HADH2, NADH fluorescence, beta-hydroxybutyryl-CoA | Potency, µM (doses to about 57.1 µM), for the others: top-dose activity change, negative = inhibition, usual class: inhibitors | hit rate 3.4% among 73,000; also: potency is read from the fitted curve at half-maximal effect; % is scaled to controls: 0 for no effect and ±100 for the full control effect; nearly all actives have a fitted effect of over 60% in size; many of its hits are not listed in these tables
Target sequence (Q99714 whole entry, looked up, one chain of several): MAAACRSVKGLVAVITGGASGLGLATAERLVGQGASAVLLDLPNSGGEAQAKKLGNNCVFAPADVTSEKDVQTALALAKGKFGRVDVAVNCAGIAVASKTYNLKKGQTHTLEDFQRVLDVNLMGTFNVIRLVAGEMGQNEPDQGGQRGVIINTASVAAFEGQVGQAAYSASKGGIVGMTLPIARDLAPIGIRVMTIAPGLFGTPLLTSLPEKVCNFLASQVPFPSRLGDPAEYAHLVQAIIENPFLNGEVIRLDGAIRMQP
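Read-out: 360 nm excitation, 450 nm emission, kinetic over 4 min. Conditions: His-tagged human HADH2 20 nM, pH 9.0 Tris with Tween-20, 1 mM NAD+, 90 uM beta-hydroxybutyryl-CoA.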
HBB splice mod = modulators of hemoglobin beta chain splicing; HBB splicing reporter cell assay, activation; EGFP reporter with mutant IVS2-654 intron; response scale: normalised to 500 nM splice-correcting PNA; hit rate 0.06% among 65,000; Potency, µM (doses to about 46.1 µM), without a hit: at the top dose activation, hits mostly activators; also: potency is read from the fitted curve at half-maximal effect; 0% is about no effect
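HeLa cells stably expressing EGFP interrupted by mutant beta-globin intron 2 (IVS2-654), 500/well in 2% FCS. Treated with compound for 2 days at 37C. Splicing correction scored as total well GFP intensity (488 nm excitation, 500-520 nm emission); 500 nM antisense PNA served as control.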
DNA Pol III inh = inhibitors of bacterial DNA polymerase III holoenzyme; reconstituted DNA polymerase III holoenzyme replication, biochemical; Potency, µM (highest dose often 57.1 µM), without a hit: at the top dose activity change, negative = inhibition; hit rate 0.25% among 71,000; AID 603; also: potency is read from the fitted curve at half-maximal effect; % is scaled to controls: 0 for no effect and ±100 for the full control effect
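Reconstituted *E. coli* holoenzyme (0.35 nM Pol III, 1 nM beta, 154 nM SSB, 2 nM primase) was preincubated with compound for 15 min at RT. Synthesis on 1.4 nM ssM13Gori ran 35 min, then was stopped with PicoGreen/EDTA and read as dsDNA fluorescence.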
CRE Fsk mod = alters forskolin-stimulated CRE reporter signaling in CHO cells | CHO CRE-bla reporter (cAMP response element driving beta-lactamase), forskolin EC10, beta-lactamase ratio | Potency, µM (doses to about 38.2 µM), without a hit: top-dose activity change, negative = inhibition, usual class: activators | hit rate 2.5% among 71,000 | AID 662; active = well fitted activation curve with a large enough effect in the signal ratio, with a control signal flat, not every such curve was filed as active; inconclusive = small, poorly fitted or top-dose-only effect, or effect the other way, or a change in a side signal; the % refers to the signal ratio; also: potency is read from the fitted curve at half-maximal effect; % of control where 0% means no effect
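Cells were plated overnight at 37 °C, exposed to compound titrations plus EC10 NKH 477 for 3 h, then given CCF4 dye for 2 h at room temperature. Blue/green (460/530 nm) ratio was converted to %Activity and AC50 values calculated.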
ERK AVP inh = vasopressin-driven ERK pathway inhibition; Potency, µM (top dose mostly 57.5 µM), inactives show top-dose activity, negative = inhibition, hits mostly inhibitors; HEK293-V1b, vasopressin-stimulated pERK AlphaScreen; hit rate 0.99% among 72,000; AID 995; also: potency is read from the fitted curve at half-maximal effect; % is scaled to controls: 0 for no effect and ±100 for the full control effect; nearly all actives have a fitted effect of over 55% in size
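Overnight-seeded V1b-HEK293 cells in 1% FBS got compound, then vasopressin (25 nM final, 5 min, 37C), then lysis buffer. AlphaScreen detection of phospho-ERK; activity normalized to basal and full-stimulation controls.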
Starred values were filed as active, the others as inactive; i = inactive; ? = inconclusive; . = not tested or not shown; & = joins results of further samples; [ ] = another dose, or the depositor's remark. Unless noted, calls follow the shape of the dose curve; as a rule, active = well fitted curve in the direction sought with a large enough effect; inconclusive = small, poorly fitted or top-dose-only effect, or another doubt; inactive = no such curve, though single readings can be large; an effect the other way counts as inactive or inconclusive. A portion of the library. The share of hits here may be higher or lower than overall.

SMILES	TexasRed autofl	Luciferase inh	Tau filament bind	Hsp90 Hop PPI	ALOX15 inhib	Rhodamine autofl	HADH2 inhib	HBB splice mod	DNA Pol III inh	CRE Fsk mod	ERK AVP inh
COc1ccc2oc(=O)c(C(=O)N3CCc4ccccc43)cc2c1	?	-1%	-5%	-4%	-1%	i	11%	-3.8%	-7%	-15%	-3%
CSc1ccc(C2Nc3ccccc3-c3cc(C)nn32)cc1 (stereo not given)	?	?	5%	?	-15%	i	-7%	-0.3%[57.5 µM]	-3%	20%	11%
C=CCn1c(NCc2cc(C)ccc2O)nc2ccccc21	.	-11%	-19%	-4%	-19%	.	0%	-0.8%	-1%	-3%	?
CC(C)[C@@H](CC(=O)N[C@@H]1CCNC[C@H]1C(=O)N[C@H](CC(=O)N[C@@H](CCC(=O)O)CC(=O)O)Cc1ccccc1)NC(=O)C[C@H](Cc1ccccc1)NC(=O)[C@@H]1CNCC[C@H]1N	.	.	-4%	?	.	.	10%	1.4%	1%	-12%	.
O=C(O)[C@@H]1[C@@H](C(=O)O)[C@]23C[C@@]2(C(=O)O)[C@]2(C(=O)O)CCC3=C3CCCC312	i	0%[11.4 µM]	13%[11.4 µM]	0%[11 µM]	4%[11.4 µM]	i	14%[11.4 µM]	0.3%[9.22 µM]	-11%[11.4 µM]	-6%[7.6 µM]	14%[11.5 µM]
CCCCNC(=O)C(c1ccc(OCC(=O)OC)c(C(=O)OC)c1)N(Cc1ccccn1)C(=O)CCCCCN1C(=O)NC(c2ccc(-c3ccccc3)cc2)C(C(=O)OCc2ccccc2)=C1C (stereo not given)	.	.	77%	-11%	-9%	.	-3%	-0.7%	-2%	?	-26%
Cc1nc2ncnn2c(C)c1CCC(=O)Oc1ccccc1	i	-2%	-2%	-5%	3%	i	-1%	0.2%	-2%	11%	8%
Cc1cccc(N(CC(=O)N2CCCC2)S(=O)(=O)c2ccccc2)c1	i	1%	-11%	1%	9%	i	-2%	.	-5%	0%	-7%
CC(C)C[C@@H](CC(=O)N[C@H](CC(=O)N[C@@H]1CCNC[C@H]1C(=O)N[C@H](CC(=O)N[C@@H](CCC(=O)O)CC(=O)O)Cc1ccccc1)C(C)C)NC(=O)[C@@H]1CCCC[C@H]1N	.	.	1%	-8%	.	.	-11%	1.9%	-1%	-7%	.
CCC(Oc1ccccc1)C(=O)N1CC(C)CC(C)C1 (stereo not given)	i	-3%	12%	2%	4%	i	9%	-1.0%	1%	3%	2%
CCCCCCC1CC(CSc2ncn[nH]2)OC1=O (stereo not given)	i	0%	-8%	-1%	4%	i	0%	.	-9%	-6%	-22%
CCOc1ccc(CN2C(=O)CCC2(C)C(=O)NCc2cccnc2)cc1 (stereo not given)	.	6%	4%	-6%[2.3 µM]	1%	.	0%	-0.3%	0%	4%	-16%
COc1ccccc1C(=O)N1CCN=C1SC	i	0%	2%	1%	-4%	i	8%	-1.8%	-4%	0%	6%
CCOC(=O)c1c(-c2ccc(C)o2)csc1NC(=O)CN1CCN(CC)CC1	?	-3%	78%	-12%	-22%	i	17%	2.4%	-3%	27%	-2%
CSc1nsc(SCC(=O)N2CCCc3ccccc32)n1	i	0%	2%	?	-19%	i	-12%	-0.3%	-8%	?	51%[activator]
CC1Cn2c(nnc2-c2cccc(Cl)c2)S1 (stereo not given)	.	3%	1%	-1%	-1%	.	4%	-0.3%	-3%	1%	.
CCOC(=O)c1cc2n(c1N)-c1ccccc1C2=O	i	-1%	i	-3%	-4%	i	-22%	0.5%	55%	?	-25%
CC1CCCCN1C(=O)Cn1cc(C(=O)c2ccco2)c2ccccc21 (stereo not given)	i	1%	-4%	-2%	-4%	i	5%	-0.7%	1%	2%	-14%
O=C(CN1C(=O)C2C3C=CC(C3)C2C1=O)NCC1COc2ccccc2O1 (stereo not given)	i	-1%	9%	1%	-2%	i	0%	-0.2%	7%	0%	15%
Cc1cccc(C2Nc3ccccc3C(=O)N2CCc2ccccc2)n1 (stereo not given)	.	-12%	0%	5%	-1%	.	?	-3.4%	-5%	-3%	-9%
COc1ccc(OCC(=O)N2CCN(C(=O)COc3ccccc3)CC2)cc1	i	1%	16%	-1%	-1%	i	16%	0.0%	-13%	4%	-1%
COc1cccc(CN(C)CC(=O)NC(=O)NCc2ccco2)c1	i	0%	-14%	-3%	-13%	i	-3%	-0.9%	-1%	1%	-13%
O=c1nc2scc(-c3ccccc3)n2c2ccccc12	?	1%	30%	4%	1%	i	?	0.9%[57.5 µM]	-7%	?	5%
CC(=O)NCCn1c(SCC(=O)NCc2ccco2)nc2ccccc2c1=O	?	1%	-15%	-5%	15%	i	-2%	3.0%	3%	11%	3%
CC1CCCC(C)N1C(=O)CSc1nnc(-c2c[nH]c3ccccc23)o1 (stereo not given)	i	-3%	26%	-5%	1%	i	30%[activator]	-0.2%[57.5 µM]	-5%	?	17%
COc1ccc(-c2noc(COc3ccc(Cl)c(C)c3)n2)cc1	.	3%	50%	7%	-1%	.	-5%	0.4%	4%	7%	25%
COc1ncc2nc(-c3ccccc3)c(=O)n(CCc3ccccc3)c2n1	i	0%[11.4 µM]	-10%	-2%	-7%	i	3%	0.5%	4%	13µM*	-20%
Cn1ccnc1C[C@@](C)(O)c1ccccc1	i	1%[11.4 µM]	8%[11.4 µM]	-1%[11 µM]	2%[11.4 µM]	i	-2%[11.4 µM]	2.1%[9.22 µM]	-1%[11.4 µM]	?	-19%[11.5 µM]
CN1C(=O)CSc2ccc(NC(=O)N3CCOCC3)cc21	i	-2%	?	-11%	?	i	4%	4.4%[0.369 µM]	-8%	4%	?
CC(=O)c1cc2c(cc1NC(=O)CN1CCCCC1C)OCO2 (stereo not given)	i	-2%	10%	-3%	0%	i	4%	.	-6%	17%	2%
C[N+](C)(C)CC(=O)N/N=C\c1c(O)ccc2ccccc12	?	3%[11.4 µM]	17%[11.4 µM]	3.2µM*	30%[activator][11.4 µM]	i	2%[11.4 µM]	4.0%[9.22 µM]	-8%[11.4 µM]	12%[7.6 µM]	12%[11.5 µM]
Cc1ccc(C(C)C)cc1S(=O)(=O)NCc1cccnc1	i	0%	0%	-2%	-4%	i	17%	0.3%	-1%	-1%	-11%
CCn1c2ccccc2c2nn(C)c(=N)nc21	i	3%	44%	-8%	2%	i	12%	-1.3%	1%	?	16%
CCN(CC)C(=O)CSC1=Nc2ccccc2C2=NC(Cc3c[nH]c4ccccc34)C(=O)N12 (stereo not given)	i	0%	5%	-4%	0%	i	-2%	-1.5%	0%	?	9%
COc1cccc(NC(=O)CCN2CCC(C(N)=O)CC2)c1	.	1%	-12%	-1%	-4%	.	1%	-1.2%	7%	-3%	-11%
O=C(O)Cc1ccc(NC(=O)C2CC=CCC2C(=O)O)cc1 (stereo not given)	.	-7%	0%	-3%	-4%	.	-9%	-7.3%	-16%	-5%	-3%
CCOC(=O)C1CCN(C(=O)c2cccc(Cl)c2)CC1	i	2%	7%	-6%	3%	i	10%	-0.2%	-2%	-5%	-4%
CCOC(=O)c1c(C)n(C)c2ccc(OCC(O)Cn3c(C)nc4ccccc43)cc12 (stereo not given)	i	0%	118%	-17%	3%	i	-13%	-0.2%	4%	?	?
CCc1nc2c3cnn(-c4cc(Cl)ccc4C)c3ncn2n1	?	0%	-9%	-3%	15%	i	1%	-3.1%[0.369 µM]	-5%	29%	1%
COc1cc(/C=c2\s/c(=C(/C#N)C(=O)N3CCCC3)n(-c3ccccc3)c2=O)ccc1O	i	1%	30%	2%	-2%	i	-13%	20%[57.5 µM]	-7%	?	?
CCN1C(=C2C(=O)c3ccccc3C2=O)C=Cc2ccccc21	.	-11%	13µM*	-11%	-28%	.	-22%	-1.1%	-1%	12%	2%
N[C@]1(C(=O)O)CCc2cc(C(=O)O)ccc21	i	0%&-1%	?	1%&-8%	-23%[25.6 µM]	i	-11%&-15%	1.3%	-9%&-6%	-3%&-2%	?
CCOC(=O)c1c(C)[nH]c(C(=O)OC)c1CCC(=O)OC	.	0%	-7%	-2%	9%	.	-1%	2.1%	-7%	?	?
Cc1ccccc1NC(=O)N1C2CCCC1CC(NC(=O)C(C)(C)C)C2 (stereo not given)	i	1%	-6%	1%	6%	i	7%	.	-10%	-3%	0%

Source: PubChem BioAssay
